From PubChem
MBD2 DNA inh = inhibitors of MBD2 binding to methylated DNA, primary screen, biochemical, TR-FRET, DNA-binding domain, human | AID 686964, 2013 | MBD2 binding to methylated oligonucleotide | hit rate 0.31% among 370,000 | Methyl-CpG-binding domain protein 2 (Homo sapiens), Q9UBB5 | inhibition, % at 4.4 µM; in the data active means inhibition above about 13%
Target sequence (Q9UBB5 whole entry, looked up, the tested form may be a part): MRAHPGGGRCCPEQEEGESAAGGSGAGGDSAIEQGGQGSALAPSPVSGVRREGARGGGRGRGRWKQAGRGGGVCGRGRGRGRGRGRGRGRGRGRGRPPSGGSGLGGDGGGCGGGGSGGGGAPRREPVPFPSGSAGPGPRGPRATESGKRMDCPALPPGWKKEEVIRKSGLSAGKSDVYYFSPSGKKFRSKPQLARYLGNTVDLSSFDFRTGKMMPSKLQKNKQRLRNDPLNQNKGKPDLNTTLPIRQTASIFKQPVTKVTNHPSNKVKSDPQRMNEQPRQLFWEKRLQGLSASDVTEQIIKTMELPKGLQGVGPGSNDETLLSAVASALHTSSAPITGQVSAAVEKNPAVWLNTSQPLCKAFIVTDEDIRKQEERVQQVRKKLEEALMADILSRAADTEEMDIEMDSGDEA
UHRF1 MBD2 ctr = UHRF1 methylated DNA binding inhibitors, primary screen, counter-screen for MBD2 inhibitor project, biochemical, TR-FRET, human UHRF1, single concentration | hit rate 0.75% among 370,000 | inhibition, % at 4.4 µM | AID 687016, 2013 | E3 ubiquitin-protein ligase UHRF1 (Homo sapiens), Q96T88 | UHRF1 binding to methylated oligo; in the data active means inhibition above about 21%;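 further: UHRF1 SRA domain binding a hemimethylated CpG hairpin DNA probe; 0% = median of test compound wells and 100% = reference inhibitor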
PRMT1 FP inh = PRMT1 methyltransferase inhibitors, primary screen, biochemical, fluorescence polarization | Protein arginine N-methyltransferase 1 (Homo sapiens), Q99873 | recombinant PRMT1, activity-based probe fluorescence polarization | inhibition, % at 2.79 µM | hit rate 1.3% among 370,000 | AID 652257, 2013;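 active means inhibition above about 21% made by adding two undisclosed values, limit read from the data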
KLK7 zymogen act = proKLK7 zymogen activators, primary screen, biochemical, fluorescence intensity; activation, % at 7 µM; hit rate 0.9% among 370,000; purified proKLK7, EDANS-DABCYL substrate fluorescence; 100% is mature enzyme control, 0% vehicle; AID 652039, 2013;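 active means activation above the mean of all tested compounds plus 3 SD, computed per campaign excluding outliers beyond control limits, cut at about 13% in these data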
Target sequence (P49862 whole entry, looked up): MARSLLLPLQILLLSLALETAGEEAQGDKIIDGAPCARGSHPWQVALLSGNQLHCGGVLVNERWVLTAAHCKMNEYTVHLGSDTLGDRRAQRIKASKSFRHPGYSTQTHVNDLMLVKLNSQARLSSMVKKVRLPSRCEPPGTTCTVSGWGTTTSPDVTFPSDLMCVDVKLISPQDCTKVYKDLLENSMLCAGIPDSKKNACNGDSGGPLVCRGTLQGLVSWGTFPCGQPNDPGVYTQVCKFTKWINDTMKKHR
DDE Tn6 FP inh = inhibitors of Tn6 peptide binding to fibrin DD(E), primary screen, biochemical, fluorescence polarization, human fibrin, Tn6 probe; Fibrinogen beta chain (Homo sapiens), P02675; Fibrin DD(E) TRITC-Tn6 fluorescence polarization displacement; inhibition, % at 8.3 µM; hit rate 0.21% among 370,000;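 active means inhibition above a per-campaign cutoff: mean of compounds within control limits plus 3 SD, cut at about 15% in these data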;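 further: 0% = median of all compound wells on the plate and 100% = blocking peptide control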
TCR-CD3 inh = inhibitors of human TCR-CD3 interaction, primary screen, biochemical, fluorescence, TAMRA-labeled TCR probe; AID 651800, 2012; T-cell receptor (TCR); inhibition, % at 9.4 µM; hit rate 0.37% among 360,000; in the data active means inhibition above about 19%;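 further: recombinant mutant TCR 2C K166C tagged with TAMRA read by polarization; 0% = receptor in buffer alone and 100% = receptor with positive control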
TDP2 absorb = human TDP2 enzyme inhibitors, primary screen, biochemical, epi absorbance, recombinant enzyme | Tyrosyl-DNA phosphodiesterase 2 (Homo sapiens), O95551 | T5PNP hydrolysis, p-nitrophenol absorbance 415 nm | inhibition, % at 12.8 µM | hit rate 0.34% among 370,000;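 active means inhibition above the mean of all tested compounds plus 3 SD, set per campaign, cut at about 25% in these data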;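 further: 0% = DMSO with enzyme and 100% = buffer with substrate but no TDP2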
Target sequence (O95551 whole entry, looked up): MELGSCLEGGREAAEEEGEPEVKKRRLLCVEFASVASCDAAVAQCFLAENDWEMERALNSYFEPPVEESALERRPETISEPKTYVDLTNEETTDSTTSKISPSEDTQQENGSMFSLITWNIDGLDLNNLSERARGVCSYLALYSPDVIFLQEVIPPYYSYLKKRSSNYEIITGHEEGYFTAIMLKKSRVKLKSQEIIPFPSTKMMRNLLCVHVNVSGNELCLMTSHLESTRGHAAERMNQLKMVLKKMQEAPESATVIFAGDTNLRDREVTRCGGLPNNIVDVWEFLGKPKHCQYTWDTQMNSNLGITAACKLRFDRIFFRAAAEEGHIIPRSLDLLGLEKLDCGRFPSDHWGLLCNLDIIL
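Material: recombinant human TDP2; quantity: TDP2 enzyme at 120 nM final; medium: Tris-HCl pH 7.5 with MgCl2; compound: single concentration, 12.8 µM nominal, with 1% DMSO; incubation: 2 h enzyme incubation at 37 °C; signal: epi absorbance; measure: percent inhibition; benchmarks: high control without enzyme, low control DMSO plus TDP2; repeats: singlicate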
LEDGF integ inh = blockers of LEDGF/p75-dependent integrase strand transfer – biochemical, TR-FRET, high throughput, primary screen | HIV-1 integrase (with human LEDGF/p75) | TR-FRET IN-LEDGF/p75 DNA integration, Eu/Cy5 | inhibition, % at 3.7 µM | hit rate 0.64% among 370,000 | AID 743269, 2014;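 active means inhibition above the screen-wide mean plus 3 SD, cut at about 13% in these data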;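 further: signal is the Cy5 over europium emission ratio at 671 and 618 nm; 0% = plate median of compound wells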
SIAE primary = human SIAE inhibitors, primary screen, biochemical, fluorescence polarization, FP-Rh probe, 1536-well HTS; Sialate O-acetylesterase (Homo sapiens), Q9HAT2; SIAE FP-Rh probe binding; inhibition, % at 9.66 µM; hit rate 0.69% among 370,000;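 active means inhibition above a cutoff: mean of compounds within the control limits plus 3 SD of those, cut at about 17% in these data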;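 further: 0% = plate median of compound wells and 100% = probe without SIAE protein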
DDE Tn7 FP inh = inhibitors of Tn7 peptide binding to fibrin DD(E), primary screen, biochemical, fluorescence polarization, human fibrin, Tn7 probe; Fibrinogen beta chain (Homo sapiens), P02675; hit rate 0.13% among 370,000; FP displacement of FITC-Tn7 peptide from fibrin DD(E); 0% = median of compound wells per plate; inhibition, % at 8.3 µM;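 active means inhibition above the mean of compounds falling within the control limits plus 3 SD of them, cut at about 14% in these data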;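 further: 0% = plate median of compound wells and 100% = 10 µM Aha-Tn7 peptide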
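Assay system: human fibrin DD(E). Input: DD(E) 2 µM final. Medium: Tris buffer with calcium and detergent, pH 7.8. Compound dosing: single point at 8.3 µM. Timing: 10 min plus 3 h, room temperature. Technique: fluorescence polarization of the labelled Tn7 tracer. Read-out: percent inhibition. Replicates: singlicate testing.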
The depositor's hits bear a star; x = no result given.

Start of the data: the first eight compounds (preview)
SMILES | MBD2 DNA inh | UHRF1 MBD2 ctr | PRMT1 FP inh | KLK7 zymogen act | DDE Tn6 FP inh | TCR-CD3 inh | TDP2 absorb | LEDGF integ inh | SIAE primary | DDE Tn7 FP inh
CC1=C(c2ccccc2)C(O)(c2ccccc2)C(C)C1=O (stereo not given) | 4 | 4 | -3 | -0.1 | 2 | -7 | -14 | -1 | -2 | -2
CN1CCN(c2ccccc2NC(=O)c2cccc(OCc3ccccc3)c2)CC1 | -1 | 3 | 0 | 0.4 | 7 | -2 | -10 | 1 | -4 | -1
CCc1c(C(C)O)oc2ccc3c(C)cc(=O)oc3c12 (stereo not given) | -4 | -1 | -5 | 2.0 | 9 | 2 | -6 | -2 | -6 | 1
COC(=O)c1ccccc1NC(=O)Nc1cc(C)ccn1 | 5 | 5 | 0 | -3.5 | -5 | -10 | 6 | -6 | 1 | 6
NCCCC[C@H]1CN=C(N)N1CCc1cccc2ccccc12 | -2 | 1 | -1 | 0.4 | -2 | 2 | 0 | 2 | -3 | -1
COc1cccc(OC)c1C(=O)NC(=S)Nc1ccc2c(c1)C(=O)N(C)C2=O | 4 | 2 | 1 | -0.3 | 1 | -7 | 6 | -3 | -10 | 6
CSc1ccc(CNc2ccc(Cl)cc2)cc1 | 3 | -2 | 1 | 0.3 | 4 | 1 | 9 | -1 | -2 | -3
Cn1c(=O)c(C(=O)NNC(=O)c2ccccc2F)c(O)c2ccccc21 | 0 | 0 | 0 | -0.6 | -3 | 33* | -8 | 3 | 2 | -7

The whole of this part, previewed entries included:
SMILES | MBD2 DNA inh | UHRF1 MBD2 ctr | PRMT1 FP inh | KLK7 zymogen act | DDE Tn6 FP inh | TCR-CD3 inh | TDP2 absorb | LEDGF integ inh | SIAE primary | DDE Tn7 FP inh
CC1=C(c2ccccc2)C(O)(c2ccccc2)C(C)C1=O (stereo not given) | 4 | 4 | -3 | -0.1 | 2 | -7 | -14 | -1 | -2 | -2
CN1CCN(c2ccccc2NC(=O)c2cccc(OCc3ccccc3)c2)CC1 | -1 | 3 | 0 | 0.4 | 7 | -2 | -10 | 1 | -4 | -1
CCc1c(C(C)O)oc2ccc3c(C)cc(=O)oc3c12 (stereo not given) | -4 | -1 | -5 | 2.0 | 9 | 2 | -6 | -2 | -6 | 1
COC(=O)c1ccccc1NC(=O)Nc1cc(C)ccn1 | 5 | 5 | 0 | -3.5 | -5 | -10 | 6 | -6 | 1 | 6
NCCCC[C@H]1CN=C(N)N1CCc1cccc2ccccc12 | -2 | 1 | -1 | 0.4 | -2 | 2 | 0 | 2 | -3 | -1
COc1cccc(OC)c1C(=O)NC(=S)Nc1ccc2c(c1)C(=O)N(C)C2=O | 4 | 2 | 1 | -0.3 | 1 | -7 | 6 | -3 | -10 | 6
CSc1ccc(CNc2ccc(Cl)cc2)cc1 | 3 | -2 | 1 | 0.3 | 4 | 1 | 9 | -1 | -2 | -3
Cn1c(=O)c(C(=O)NNC(=O)c2ccccc2F)c(O)c2ccccc21 | 0 | 0 | 0 | -0.6 | -3 | 33* | -8 | 3 | 2 | -7
CCc1ccc2c(c1)C1(NN=C(c3ccccc3)S1)C(=O)N2 (stereo not given) | -12 | -19 | 15 | -0.2 | -4 | -2 | 5 | 0 | -1 | 1
CCCn1c(SCC(=O)N(C)C2CCCCC2)n[nH]c1=O | -6 | -1 | -2 | 0.2 | -4 | 8 | -10 | 6 | 0 | -2
CC(C)(C)c1nnc(NC(=O)CS(=O)(=O)Cc2ccccc2)s1 | 5 | -1 | 3 | -0.3 | -5 | -6 | -2 | 1 | -1 | -12
CC(=O)Nc1cc(-c2ccccc2)nn1Cc1ccc(Cl)cc1 | -4 | 3 | 0 | -0.2 | -12 | 3 | 4 | 1 | 4 | -4
COC(=O)[C@@]12CCCN1[C@H](c1ccc(-c3cccc(Cl)c3)cc1)[C@H]1C(=O)N(C)C(=O)[C@H]12 | -4 | 2 | -3 | -0.2 | 3 | 6 | -8 | -3 | -4 | -1
CC(=O)Nc1ccc(/C=N/NC(=O)c2cc3cc(C)ccc3nc2C)cc1 | 2 | 1 | 4 | 0.3 | -1 | -3 | 6 | -3 | -4 | -2
Cc1cc2cc3c(cc2nc1SCC(=O)N1c2ccccc2CC1C)OCO3 (stereo not given) | -4 | 0 | -1 | -0.1 | -1 | 4 | 5 | 2 | -9 | 4
CCc1ccc(NC(=O)NCC2CCN(c3ccc(OC)cc3)C2)cc1 (stereo not given) | 2 | -2 | 8 | 0.0 | 1 | -1 | 2 | 1 | 2 | 5
COc1ccc(C(=O)CSc2nnc(Cn3nnc4ccccc43)n2C)cc1 | -4 | -1 | 1 | 0.4 | -1 | 8 | 5 | 0 | 9 | 1
CC1=C(NCCc2ccccc2)CCC1=O | -4 | 0 | 1 | -0.2 | -7 | 14 | -11 | -1 | -1 | -6
C[C@@H]1CN([C@H](C)CO)S(=O)(=O)c2ccc(-c3ccc(C(=O)N(C)C)cc3)cc2O[C@H]1CN(C)C(=O)Cc1ccccn1 | 0 | 4 | -3 | 0.2 | -4 | -3 | -5 | 1 | -3 | 0
COc1cc(C(=O)NNC(=O)C2CSC3(C)CCC(=O)N23)cc(OC)c1OC (stereo not given) | 7 | 2 | 3 | 0.4 | -1 | 0 | 4 | -5 | 4 | 0
CCOC(=O)N1CCN(C(=O)C[C@@H]2C[C@@]3(C(=O)OC)CC(C)(C)CC=C3N(CCc3ccc(OC)c(OC)c3)C2=O)CC1 | 5 | -1 | 0 | -0.5 | -6 | 0 | 3 | 1 | -2 | -1
CN(c1cccc(NS(=O)(=O)c2ccccc2)c1)S(C)(=O)=O | -2 | 2 | 0 | -0.2 | -5 | 3 | 10 | 6 | 0 | -6
Cc1ccc(C)n1N1C(=O)/C(=C\c2ccc(Cl)cc2)SC1=S | 0 | -13 | 4 | 0.4 | 0 | 3 | 0 | 3 | -2 | 4
Cc1ccc(-c2ccc(=O)n(CC(=O)NCCN3C(C)CCCC3C)n2)cc1 (stereo not given) | -6 | 2 | -2 | 0.2 | 5 | 4 | 6 | 2 | -2 | 9
COc1cc(/C=N\NC(=O)c2ccc(-c3ccccc3)cc2)cc(Br)c1O | 1 | 3 | 1 | -0.3 | -4 | -1 | 0 | 1 | 3 | 1
COc1ccc(/C=C2/CCc3ccccc3C2=O)cc1CN1CCOCC1 | 1 | -6 | -3 | -0.8 | -5 | -6 | -14 | 2 | 1 | 3
Cc1ccc(S(=O)(=O)CCC(=O)N(CCN2CCOCC2)c2nc3ccccc3s2)cc1 | -2 | 0 | 0 | 0.3 | -1 | 3 | 8 | -1 | -5 | -13
O=C(COc1ccc([N+](=O)[O-])cc1)NCCc1nc2ccccc2[nH]1 | 2 | 17 | -1 | 0.0 | 0 | -3 | -3 | 4 | 6 | 0
COc1ccc(CCc2cc(OC)cc(=O)o2)cc1 | 2 | 0 | 3 | -0.2 | 5 | -3 | -1 | 2 | 6 | 8
Cc1ccc2oc(=O)c(/C=C(\O)C(C)(C)C)nc2c1 | -1 | -6 | 2 | -0.2 | 0 | 1 | 1 | 6 | 6 | -6
OCC1(CCc2ccccc2)CCN(Cc2cc(F)ccc2-n2cccn2)CC1 | -7 | 1 | 1 | 0.0 | 1 | -4 | 2 | 0 | -4 | 7
CCN(CC)S(=O)(=O)c1ccc(NC(=O)c2ccc(N(C)S(C)(=O)=O)cc2)cc1 | -1 | 1 | 2 | -0.4 | 8 | -3 | -10 | -5 | -4 | -4
COCCN(C(=O)C1CC(=O)N(Cc2ccccc2)C1)c1nc(-c2ccc([N+](=O)[O-])cc2)cs1 (stereo not given) | -1 | 2 | 1 | 0.9 | -3 | -2 | -12 | 2 | 1 | -4
Cc1ccc(SCC(=O)Nc2ccc(-c3nc4ccccc4[nH]3)cc2)cc1 | 1 | -1 | 2 | 0.6 | 4 | 11 | 1 | 2 | -4 | 0
CCc1ccc2cc3c(cc2n1)C(=O)c1ccccc1-3 | -6 | -21 | -9 | 0.4 | -11 | 0 | -6 | 2 | -4 | -1
O=C1CCC[C@H]2C[C@H](NCc3ccccc3Cl)CC[C@]23CCCN13 | 4 | -1 | -3 | x | 5 | x | -4 | -2 | 1 | 1
COC(=O)CS(=O)(=O)c1ccc2c(c1)CC(=O)N2 | -4 | -1 | -3 | 0.2 | 5 | -7 | 10 | -3 | 2 | 6
O=C(c1ccc(F)cc1)N1CCN2C(=O)c3ccccc3C12c1ccccc1 (stereo not given) | -3 | -1 | -7 | -0.4 | 8 | 4 | -3 | -1 | -3 | 1
CSc1ccc(CNCc2ccco2)cc1 | 1 | 1 | -2 | 0.5 | 11 | 9 | 0 | 0 | 5 | 0
Nc1nc(-c2ccc3c(c2)OCCO3)c(CC(=O)O)s1 | 2 | -2 | 5 | -0.3 | -3 | -3 | 9 | 1 | 5 | -1
COc1ccc(Cl)cc1NC(=O)C(=O)NCc1ccncc1 | 0 | -2 | 0 | -0.1 | 2 | 1 | 11 | 0 | 2 | 6
O=C(c1ccc(N2CCOCC2)cc1[N+](=O)[O-])N1CCOCC1 | 14* | 4 | 3 | 0.2 | -8 | -3 | -6 | -6 | -4 | 4
O=C(c1ccc(NS(=O)(=O)c2ccc(F)cc2)cc1)N1CCCCC1 | -3 | 2 | -3 | -0.1 | 6 | 9 | -2 | 0 | -3 | 4

This is a random part of the collection (roughly 4.6% active in at least one column).
